GLD-1 RNA inh: GLD-1-TGE RNA interaction inhibition (C. elegans) | actives 0.44% (n = 320,000) | Q17339 | inhibition, % at 5.96 µM | purified GLD-1 + fluorescein TGE RNA, fluorescence polarization | AID 2280;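 active means percent inhibition above a per-plate cutoff, the plate mean of test compounds plus 3 SD, cut at about 30% in these data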;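 further: 0% = DMSO wells with GLD-1 and probe and 100% = wells lacking GLD-1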
MCL1-BIM inh: MCL1-BIM-BH3 interaction inhibition (human); GST-MCL1 / FITC-Bim-BH3 fluorescence polarization; inhibition, % at 10.9 µM; actives 0.68% (n = 320,000); Q07820; AID 2057;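 active means inhibition above the mean inhibition of all tested compounds plus 3 SD, set per campaign, cut at about 40% in these data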;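 further: 0% = DMSO wells and 100% = unlabeled Bim-BH3 peptide control; higher means more loss of mP so more displacement of Bim peptide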
Target sequence (Q07820 whole entry, looked up): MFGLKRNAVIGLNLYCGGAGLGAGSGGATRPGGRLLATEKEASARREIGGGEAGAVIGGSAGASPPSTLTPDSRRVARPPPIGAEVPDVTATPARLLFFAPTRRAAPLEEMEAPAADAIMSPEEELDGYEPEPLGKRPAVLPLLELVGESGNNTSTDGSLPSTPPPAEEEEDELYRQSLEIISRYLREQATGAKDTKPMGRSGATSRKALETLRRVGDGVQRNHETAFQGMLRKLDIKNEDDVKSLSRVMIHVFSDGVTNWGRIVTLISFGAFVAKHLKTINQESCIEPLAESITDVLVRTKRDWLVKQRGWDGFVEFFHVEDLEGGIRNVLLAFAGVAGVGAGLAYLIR
Bcl-xL primary: blocks human Bcl-xL binding to Bim BH3 peptide. Q07817. GST-Bcl-xL / FITC-Bim BH3 peptide fluorescence polarization. inhibition, % at 10.9 µM. actives 0.7% (n = 320,000). AID 2129;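 active means inhibition above the mean of all tested compounds plus 3 SD, cutoff set per campaign, cut at about 30% in these data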;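 further: 0% = DMSO wells and 100% = unlabeled Bim-BH3 peptide competitor; inhibitors lower millipolarization by displacing the labeled peptide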
EBNA-1 inh: blocks EBNA-1 binding to DNA; actives 0.34% (n = 300,000); EBNA-1 DNA binding, fluorescence polarization; inhibition, % at 14.8 µM; AID 1950; in the data active means inhibition above about 28%
Efflux pump mplx: antifungal efflux pump inhibition, Nile Red retention; actives 0.44% (n = 330,000); AID 485275; inhibition, % at 10 µM; S. cerevisiae Candida pump triplex;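 active means plate passing quality check with inhibition over a set limit, or well fluorescence over plate mean plus 4 SD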;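 further: Nile Red retained in pooled yeast measured as flow cytometry median fluorescence; 0% = buffer negative control and 100% = Enniatin B positive control; higher means more Nile Red kept so more efflux inhibition; some compounds called inactive have numbers as strong as hits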
CR mimetic SO: yeast age-related superoxide inhibition as caloric restriction mimetic. S. cerevisiae aged cells, superoxide DHE fluorescence; hits give low values. superoxide response (% of plate mean), % at 10 µM. actives 0.18% (n = 330,000);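 active means superoxide response under a set limit, about three screen SD below normal, cut at about 65% in these data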;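 further: yeast aged for seven days with compound at 30 °C before DHE staining; 100% = average MFI of all compound-treated wells on the plate with controls excluded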
MEX-5 binding: C. elegans MEX-5 TCR-2 RNA binding activity | Q9XUB2 | MEX-5/FITC-TCR2 RNA binding, fluorescence polarization; hits give low values | activity score (negative = inhibition of binding), % at 10 µM | actives 0.38% (n = 300,000) | AID 1832;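 active means inhibition past about -25% in most replicates, and total fluorescence under double the plate's negative control median, limit read from the data; inconclusive means replicates evenly split on the limit, or fluorescence at least double controls; inactive means too little inhibition in most replicates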;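 further: 0% = DMSO and -100% = 5 µM competing unlabeled TCR2 RNA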
Target sequence (Q9XUB2 whole entry, looked up): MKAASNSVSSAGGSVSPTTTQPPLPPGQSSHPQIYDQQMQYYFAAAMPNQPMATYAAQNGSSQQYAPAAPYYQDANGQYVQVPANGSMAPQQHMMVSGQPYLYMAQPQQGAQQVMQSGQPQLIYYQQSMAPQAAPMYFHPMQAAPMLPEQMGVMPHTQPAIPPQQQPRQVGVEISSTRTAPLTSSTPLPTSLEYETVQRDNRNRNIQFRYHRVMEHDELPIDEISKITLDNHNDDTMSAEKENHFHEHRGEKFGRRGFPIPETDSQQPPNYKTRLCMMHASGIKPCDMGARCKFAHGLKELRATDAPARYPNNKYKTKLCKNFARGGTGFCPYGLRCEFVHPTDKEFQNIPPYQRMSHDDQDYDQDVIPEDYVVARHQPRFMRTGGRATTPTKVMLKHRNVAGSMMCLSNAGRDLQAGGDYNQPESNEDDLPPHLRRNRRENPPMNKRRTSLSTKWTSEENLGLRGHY
Fam108B counter: Fam108B inhibition, counter-screen for RBBP9 inhibitors. AID 1947. actives 0.33% (n = 300,000). recombinant Fam108B, FP-Rh probe fluorescence polarization. inhibition, % at 9.51 µM;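 active means inhibition above the screen mean inhibition plus 3 SD, computed separately per campaign, cut at about 18% in these data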;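 further: inhibitors lower polarization as less probe binds the enzyme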
ZTA DNA inh: blocks Epstein-Barr virus ZTA, an EBNA-1 counter-screen. P03206. ZTA-DNA binding, fluorescence polarization. inhibition, % at 11 µM. actives 0.15% (n = 320,000). AID 2234; in the data active means inhibition above about 33%
Target sequence (P03206 whole entry, looked up): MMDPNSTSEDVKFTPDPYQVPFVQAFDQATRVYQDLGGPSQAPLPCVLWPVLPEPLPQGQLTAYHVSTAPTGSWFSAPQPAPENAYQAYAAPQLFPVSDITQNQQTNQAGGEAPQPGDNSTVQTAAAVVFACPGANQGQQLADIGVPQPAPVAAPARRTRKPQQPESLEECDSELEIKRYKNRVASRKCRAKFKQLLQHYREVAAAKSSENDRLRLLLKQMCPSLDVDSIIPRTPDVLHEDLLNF
Active calls of the source: *; ? = inconclusive; · = not tested or not shown.

SMILES	GLD-1 RNA inh	MCL1-BIM inh	Bcl-xL primary	EBNA-1 inh	Efflux pump mplx	CR mimetic SO	MEX-5 binding	Fam108B counter	ZTA DNA inh
NC(=O)N/N=C/c1ccccc1OCc1cccc2ccccc12	1	8	3	0	-0.2	100	2.2	0	2
CCn1c(C)nc2cc(C(=O)N/N=C/c3ccccc3C)ccc21	2	3	6	-16	0.1	88	0.5	1	1
COc1cc(SC)ccc1C(=O)Nc1ccncc1	-2	8	-2	9	0.0	88	-2.2	1	9
Cc1ccccc1OCC(=O)Nc1ccc([N+](=O)[O-])cc1	0	-3	1	11	0.0	112	1.4	4	18
Cc1ccc(C)c(OCc2ccc(C(=O)NN)o2)c1	5	1	0	-9	-0.1	86	-0.3	1	-17
CCOCCCNC(=O)c1cn(CC)c2ccc(S(=O)(=O)N(C)C3CCCCC3)cc2c1=O	-2	3	5	-2	0.0	105	1.4	-2	-7
O=c1[nH]c2ccccc2nc1/C=C/c1ccc(F)cc1	-44	-70	-36	0	0.1	111	?	-8	-7
CC(=O)c1ccc(NC2CC(O)C(O)CO2)cc1 (configuration not stated)	10	-3	4	-2	-0.1	94	0.1	2	0
COc1ccc(CNC(=S)NCc2ccc(F)cc2)cc1OC	3	13	8	6	-0.2	96	2.2	2	-18
CCOc1cc(-c2cc(-c3ccc(C)o3)nc(N)c2C#N)ccc1O	-2	7	11	6	0.0	109	0.9	0	2
CC(NC(=O)[C@H](C)N1C(=O)N2CCc3c([nH]c4ccccc34)[C@@]2(C)C1=O)c1ccccc1 (some centres not stated)	8	6	2	8	0.1	105	0.8	-5	-5
Fc1cc(F)c2nc(Nc3nc4cc5c(cc4s3)OCO5)sc2c1	2	2	-1	13	-0.1	107	-0.6	13	16
O=C(NC1CCCCCC1)c1c(O)nc2sccn2c1=O	0	5	3	9	0.0	85	-0.8	-4	-2
CCCC(=O)Nc1cccc(-c2cn3cccnc3n2)c1	-4	4	2	-13	0.2	103	-1.1	0	10
CC(C(=O)N1c2ccccc2Sc2ccccc21)n1nnc(-c2cccs2)n1 (configuration not stated)	4	7	-1	7	0.1	101	1.9	-2	11
COc1ccc(NC(=O)C2=C(C)C(=O)OC23CCC(C)CC3)cc1Cl (configuration not stated)	2	3	3	8	0.0	108	0.1	-1	-2
COc1ccc(N2CC(C(=O)NC3CC(C)(C)NC(C)(C)C3)CC2=O)cc1 (configuration not stated)	-5	1	2	-6	0.0	97	2.4	2	10
CCOc1ccc(C(=O)Nc2cc(OC)ccc2OC)cc1	-1	3	3	-4	0.0	151	-0.1	0	6
CCCN1C(=O)/C(=C/c2ccncc2)SC1=S	0	6	6	2	-0.1	98	1.1	1	-6
CNC(=S)Nc1cccc2[nH]ncc12	3	12	10	0	-0.2	90	3.5	1	-2
N#CC1(NC(=O)Cn2ncc(Cl)c(Cl)c2=O)CCCCC1	6	1	-1	-1	-0.2	93	1.1	0	-23
COC(=O)COc1ccc(S(=O)(=O)N2CCc3ccccc3C2)cc1C	-1	5	-1	5	0.1	103	3.1	-1	-10
CCOc1ccccc1N1CC(C(=O)NCCc2ccc(S(N)(=O)=O)cc2)CC1=O (configuration not stated)	0	-1	3	10	0.0	96	4.1	-3	10
O=C(Nc1ccccc1[N+](=O)[O-])c1ccc(S(=O)(=O)N2CCCC2)cc1	4	5	6	8	0.0	126	0.8	-1	18
O=C(CCCCCBr)N1CCC(CC2CC(c3cccc(Br)c3)=NO2)(C(=O)NCC2CCCCC2)CC1 (configuration not stated)	3	1	3	-3	-0.1	103	-1.1	0	-1
Cc1oc2c(C)c(O)ccc2c(=O)c1-c1nncn1-c1ccccc1	6	-5	3	-6	0.0	93	-3.8	0	-3
COC(=O)c1sc(Nc2ccccc2)nc1C	2	4	4	-12	-0.1	101	1.7	1	-3
COc1cc(C(=O)N(CCc2ccccc2)C2=CC3CCC(C2)N3C)cc(OC)c1OC (configuration not stated)	1	6	8	1	-0.1	85	-0.5	1	-4
Cc1sc2nc(SCC(=O)N3CCN(CCO)CC3)n(-c3ccccc3)c(=O)c2c1C	-6	4	7	13	0.0	111	2.8	1	-1
Nc1ccc(N2CCCCC2)c2nonc12	0	8	14	-14	0.0	147	-3.8	67*	57*
CC(=O)Nc1ccc(NC(=O)COC(=O)c2cc(S(=O)(=O)N(C)C)ccc2N2CCCC2)cc1	14	-5	-9	-5	0.1	104	-3.2	0	-4
Cc1nc2oc3ccc(Cl)cc3c(=O)c2cc1C(=O)O	2	-22	-14	-2	0.0	117	-1.8	0	11
Cc1ccc(NC(=O)c2cn(CCC#N)nc2-c2cccs2)c([N+](=O)[O-])c1	-7	1	4	0	0.2	113	0.5	1	2
CN1CCN(c2ccccc2NC(=O)c2cc3c(s2)-c2ccccc2OC3)CC1	0	0	-5	-8	0.0	91	3.2	-7	-8
Cn1nnc2cc(C(=O)N3CCN(c4ccccc4)CC3)ccc21	0	5	5	6	0.0	104	-1.0	3	-16
CCOc1cc2[nH]c(=S)n(CC3CCCO3)c(=O)c2cc1OCC (configuration not stated)	3	2	2	-1	-0.1	106	-0.7	5	6
Cc1c(NC(=O)C(C)OC(=O)c2cccc([N+](=O)[O-])c2)c(=O)n(-c2ccccc2)n1C (configuration not stated)	2	-6	-5	-11	0.0	100	0.8	-2	-9
O=C(CCC(=O)Nc1ccc(F)cc1)N/N=C/c1ccccc1O	7	11	1	13	0.2	90	0.6	-1	-14
Cn1c(Cn2c(=O)sc3ccccc32)nnc1SCC(=O)NC1CCCCC1	9	2	0	1	0.0	96	1.9	0	8
CC(C(=O)NC1CCCC1)N1CCN(Cc2ccccc2)CC1 (configuration not stated)	4	8	2	12	-0.1	89	-0.7	1	-3
CN(C)S(=O)(=O)c1ccc(NC(=O)COc2ncnc3c2cnn3-c2ccccc2)cc1	-2	-11	0	9	-0.2	98	-3.0	2	-6
CCN(Cc1ccccc1)S(=O)(=O)c1ccc(C(=O)N2CCN(c3nc4ccccc4s3)CC2)cc1	4	-2	-3	2	-0.3	99	1.3	-4	17
COc1ccc(CCNC(=S)N2CCN(S(=O)(=O)c3ccccc3)CC2)cc1	2	7	9	-7	0.0	103	-1.3	5	-7
c1ccc(CNC2=NCCC2)nc1	3	-1	-1	-14	-0.1	112	-1.5	3	-3
COC(=O)c1c(NC(=O)CSc2nnnn2-c2ccccc2)sc2c1CCC(C(C)(C)C)C2 (configuration not stated)	-7	1	-5	-4	0.4	102	3.0	-11	0
COc1ccc(NC(=O)CCOc2ccccc2C)cc1S(=O)(=O)N1CCCCC1	11	-5	-7	-3	0.0	92	0.3	1	9
CCC(=O)c1ccc(OCC(=O)OCC(=O)N2CCN(c3ccc(OC)cc3)CC2)cc1	1	-6	1	-5	0.2	95	2.3	-4	3
O=[N+]([O-])c1cc(Cl)ccc1N1CCN(c2cccc(C(F)(F)F)c2)CC1	5	6	0	8	-0.1	90	0.1	-1	9
COc1ccc(S(=O)(=O)N2CCN3CCCC3C2)cc1 (configuration not stated)	-1	7	7	1	0.0	86	0.2	0	0
COc1ccc(/C=N/NC(=O)Cn2cnc3c2c(=O)n(C)c(=O)n3C)c(OC)c1OC	5	9	4	-3	0.0	99	-2.3	1	-3
Carrying on.
SMILES	GLD-1 RNA inh	MCL1-BIM inh	Bcl-xL primary	EBNA-1 inh	Efflux pump mplx	CR mimetic SO	MEX-5 binding	Fam108B counter	ZTA DNA inh
O=C(CCN1C(=O)c2ccc([N+](=O)[O-])cc2C1=O)Nc1nccs1	0	3	2	-6	0.0	96	2.2	3	-1
Cc1ccc(S(=O)(=O)NNC(=O)Cc2cccn2C)cc1	2	-1	3	-13	0.2	97	-0.4	1	-2
COc1cc(NC(=O)c2ccccc2)ccc1NC(=O)c1cc2ccccc2o1	-9	4	1	-10	0.6	100	-2.0	2	-5
NC(=O)c1cc2c(s1)-c1cc(Cl)ccc1SC2	4	6	6	-10	0.0	189	-2.7	-4	4
CN1CCCC(C(=O)C(C#N)c2ccccc2)C1 (configuration not stated)	3	-3	0	-3	-0.1	91	2.4	-3	3
Cc1ccc2[nH]c(=O)c(CN(CCO)Cc3nnnn3CCc3ccccc3)cc2c1	-1	-2	6	-1	-0.1	94	-32*	2	15
CC(C)Cc1nnc(NC(=O)Cc2ccccc2[N+](=O)[O-])s1	5	7	3	16	-0.2	103	-0.8	0	-1
CCCCn1c(SCC(=O)N2CCc3ccccc32)nnc1-c1ccncc1	1	-3	5	8	-0.3	92	-0.8	-5	4
Cc1ccc(NC(=O)CCCSc2ccccc2)cc1S(=O)(=O)N1CCOCC1	-3	3	5	6	-0.1	99	0.1	0	16
CC(Oc1ccc(Cl)cc1Cl)c1nc(-c2ccc(NC(=O)c3cccnc3)cc2)no1 (configuration not stated)	2	10	4	4	0.1	120	-2.1	-17	22
Cc1ccc2oc(-c3ccccc3)c(C(=O)O)c(=O)c2c1	0	3	-3	-4	0.0	103	-0.9	0	3
O=C(NCc1cccnc1)C(C(=O)c1ccc(F)cc1)n1ccccc1=O (configuration not stated)	5	4	7	5	0.0	110	-2.8	1	17
Cc1cc(OCC(=O)N(C(C)C)C(C)C)ccc1Cl	0	3	2	-7	0.1	92	-0.3	2	-5
Cc1ccc(C2=NS(=O)(=O)N(C)C(C(=O)N3CCCCC3)=C2)cc1	1	8	3	13	-0.1	85	-0.2	-2	21
Cc1ccc2cc(CNC(C)C)c(=O)[nH]c2c1	-2	3	7	8	0.0	108	-1.4	2	9
CC(C)Oc1ccc(S(=O)(=O)N2CCCCC2)cc1NC(=O)CN1C(=O)NC(C)(C2CC2)C1=O (configuration not stated)	10	-8	-4	·	0.5	105	·	·	-12
CNS(=O)(=O)c1cccc(C(=O)OCC(=O)c2cc(C)n(-c3ccc4c(c3)OCO4)c2C)c1	2	-2	4	-9	0.2	99	2.1	-12	-7
C=CCn1c(=O)[nH]c2cc(C(=O)N3CCN(c4cccc(Cl)c4)CC3)ccc2c1=O	1	-7	2	9	0.0	103	1.0	-9	13
COc1ccc(C(=O)N2CCN(CCCc3ccccc3)CC2)cc1OC	0	-3	4	-15	0.6	109	-1.9	-2	-8
O=C(CCc1nnc2ccc(N3CCOCC3)nn12)Nc1ccc(F)cc1F	0	-1	-1	1	0.1	95	-0.7	4	-9
CC(=O)Nc1ncnc2c1c(-c1ccc(Cl)cc1)nn2C(C)(C)C	4	0	6	0	-0.2	72	0.1	1	10
CN[C@H]1CCc2cc(OC)c(OC)c(OC)c2-c2ccc(OC)c(=O)cc21	4	4	3	3	-0.1	92	0.5	4	5
COc1ccc(OC)c(S(=O)(=O)NCC(c2ccco2)N2CCc3ccccc3C2)c1 (configuration not stated)	3	-2	2	-5	-0.1	97	3.6	1	-3

Some entries already given, showing only EBNA-1 inh and CR mimetic SO:
canonical_smiles	EBNA-1 inh	CR mimetic SO
Cc1ccc2cc(CNC(C)C)c(=O)[nH]c2c1	8	108
CC(C)Oc1ccc(S(=O)(=O)N2CCCCC2)cc1NC(=O)CN1C(=O)NC(C)(C2CC2)C1=O (configuration not stated)	·	105
CNS(=O)(=O)c1cccc(C(=O)OCC(=O)c2cc(C)n(-c3ccc4c(c3)OCO4)c2C)c1	-9	99

Assay outcomes (PubChem)
